D2 PAM = positively modulates the human D2 dopamine receptor allosterically; P14416; HEK293 T-REx D2, calcium flux, EC20 dopamine potentiation; potentiation, % at 10 µM; 340,000 compounds, 0.34% hits;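 active = potentiation over 3 SD above the plate norm, cut at about 30% in these data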; also: 0% is about no effect
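Primary screen. Calcium kinetics in induced HEK293 T-REx D2 cells: compound pre-addition 180 s, EC20 dopamine, 180 s more.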
RXFP1 antagonist = blocks the human relaxin receptor RXFP1. Q9HBX9. HEK293-RXFP1, relaxin-stimulated cAMP HTRF, 30 min; stronger effect = lower value. activity change, negative = inhibition, % at 57.5 µM. 350,000 compounds, 0.59% hits;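 active = activity change of -60% or lower, but not beyond a set lower limit; inconclusive = change between -60% and -40%, or beyond the set limit; inactive = change above -40%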; also: % is scaled to controls: 0 for no effect and ±100 for the full control effect
Target sequence (Q9HBX9 whole entry, looked up): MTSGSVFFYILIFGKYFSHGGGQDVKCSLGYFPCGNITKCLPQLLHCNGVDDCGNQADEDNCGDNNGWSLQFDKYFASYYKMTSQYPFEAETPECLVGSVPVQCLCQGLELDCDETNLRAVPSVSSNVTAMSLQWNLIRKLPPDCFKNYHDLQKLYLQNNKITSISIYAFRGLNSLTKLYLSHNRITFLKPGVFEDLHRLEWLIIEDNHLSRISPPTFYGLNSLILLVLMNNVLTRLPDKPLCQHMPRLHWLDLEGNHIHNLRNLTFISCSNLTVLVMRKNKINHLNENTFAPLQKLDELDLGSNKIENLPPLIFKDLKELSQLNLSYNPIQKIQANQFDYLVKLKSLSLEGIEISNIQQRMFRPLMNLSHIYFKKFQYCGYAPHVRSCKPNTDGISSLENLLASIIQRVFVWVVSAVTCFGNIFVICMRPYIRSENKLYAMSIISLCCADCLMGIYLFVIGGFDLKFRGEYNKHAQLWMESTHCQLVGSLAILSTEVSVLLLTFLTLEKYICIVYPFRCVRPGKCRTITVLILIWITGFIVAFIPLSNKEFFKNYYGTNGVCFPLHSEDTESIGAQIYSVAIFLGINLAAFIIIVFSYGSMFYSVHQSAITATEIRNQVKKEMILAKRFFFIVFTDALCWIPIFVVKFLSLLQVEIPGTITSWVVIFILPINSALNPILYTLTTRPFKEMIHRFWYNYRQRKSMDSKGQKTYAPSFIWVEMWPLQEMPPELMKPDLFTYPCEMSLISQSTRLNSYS
D1 potentiator = enhances dopamine response at the human D1 receptor; P21728; HEK293 TREx D1 cells, calcium flux, dopamine EC20 potentiation; potentiation, % at 10 µM; 360,000 compounds, 0.036% hits; AID 504651; in the data active = potentiation above about 30%; also: 0% is about no effect
Anesthetic bind = candidate novel general anesthetic via apoferritin binding; apoferritin/1-aminoanthracene competitive binding, fluorescence; Potency, µM (series often up to 77.5 µM), inactives show at the highest dose activity change, negative = displacement, hits mostly inhibitors; 350,000 compounds, 0.074% hits; also: potency is read from the fitted curve at half-maximal effect; % is scaled to controls: 0 for no effect and ±100 for the full control effect; nearly all actives have a fitted effect of over 20% in size
Target sequence (P02791 2-175 limits assumed): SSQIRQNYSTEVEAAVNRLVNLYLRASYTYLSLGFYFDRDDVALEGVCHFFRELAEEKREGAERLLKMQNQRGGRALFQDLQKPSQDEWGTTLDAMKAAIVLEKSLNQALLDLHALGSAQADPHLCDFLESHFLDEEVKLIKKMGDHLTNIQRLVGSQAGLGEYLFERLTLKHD
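10 uM apoferritin + 50% sat. 1-AMA, PBS; cpd 10 min RT; Ex380/Em535 endpoint; normalized to free probe vs complex; 4-param Hill fit; propofol titration as pos. ctrl.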
TRHR PAM = allosteric enhancers of human TRH receptor | P34981 | TRHR cells, fluo-8 calcium fluorescence, EC20 TRH enhancement | enhancement, % at 2 µM | 360,000 compounds, 0.66% hits | AID 493056; in the data active = enhancement above about 30%; also: 0% is about no effect
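Enhancer read-out: after compound pinning and an initial kinetic agonist-mode read, an EC20 of TRH (10 nM final) was injected and fluo-8 calcium signal (Ex 480/Em 530) followed at 1 s/cycle for 100 cycles in TRHR-expressing cells.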
RXFP1 ag = activates the human relaxin receptor RXFP1 | Q9HBX9 | HEK293T-RXFP1 cAMP TR-FRET, 30 min; response scale: percent of porcine relaxin response, buffer zero | Potency, µM (top dose mostly 57.5 µM), for the others: top-dose activation, most hits filed as activators | 370,000 compounds, 0.3% hits | AID 2676; also: potency is read from the fitted curve at half-maximal effect; % is scaled to controls: 0 for no effect and ±100 for the full control effect; nearly all actives have a fitted effect of over 60% in size; many of its hits are not listed in these tables
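cAMP rise read by TR-FRET after 30 min, 37C compound exposure (up to 58 uM) in RXFP1-transfected HEK293 cells with Ro 20174 present. EC50 from Hill-equation fits, with 29 nM porcine relaxin as 100% and buffer as basal.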
TRHR ag = TRH receptor (human) agonism | activation, % at 2 µM | TRHR cells, calcium flux fluo-8, FDSS agonist mode | 360,000 compounds, 0.18% hits | AID 493084 | P34981; in the data active = activation above about 30%; also: 0% is about no effect
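TRHR-expressing cells, plated overnight in medium with 10% serum, were loaded with fluo-8 calcium dye at room temperature. After a 10 s baseline, library compound was pin-added and calcium release was recorded kinetically (ex 480/em 530) as agonist response.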
D1 ag = human D1 receptor agonism; HEK293 T-REx D1 cells, calcium flux, agonist mode; activation, % at 2 µM; 360,000 compounds, 1% hits; in the data active = activation above about 30%; also: 0% is about no effect
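Inducible HEK293 T-REx D1 cells, force-coupled to calcium signalling, were plated at 4000 cells/well with tetracycline and held overnight at 30 C. After no-wash calcium dye loading, compound-evoked calcium rise over 180 s flagged agonists.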
D1 antagonist = blocks dopamine activation of the human D1 receptor | P21728 | HEK293 TREx D1 cells, calcium flux, dopamine EC80; stronger effect = lower value | activity change, negative = inhibition, % at 10 µM | 360,000 compounds, 3.2% hits; in the data active = activity change below about -30%; also: % is scaled to controls: 0 for no effect and ±100 for the full control effect
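Tetracycline-induced HEK293 Trex D1 cells, force-coupled to calcium, dye-loaded; compounds added and read 180 s, then EC80 dopamine added and calcium flux tracked kinetically another 180 s.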
Starred values were filed as active, the others as inactive; ? = inconclusive; . = no result given; & = joins results of further samples. Unless noted, calls follow the shape of the dose curve; as a rule, active = well fitted curve in the direction sought with a large enough effect; inconclusive = small, poorly fitted or top-dose-only effect, or another doubt; inactive = no such curve, though single readings can be large; an effect the other way counts as inactive or inconclusive. Only part of the results is shown (hit frequency here may not be typical).

SMILES	D2 PAM	RXFP1 antagonist	D1 potentiator	Anesthetic bind	TRHR PAM	RXFP1 ag	TRHR ag	D1 ag	D1 antagonist
CCCc1cc(-c2nc(-c3ccc(Br)cc3)cs2)ccn1	-15	16	-6	10%	-12	6.7%	0.9	2	13
CSCCC(NC(=O)c1ccccc1Br)C(=O)NCCCn1nc(C)cc1C (stereo not drawn)	-5	-23	1	.	-1	0.4%	-0.1	1	22
OC1(c2ccc(OC(F)F)cc2)CSC(=Nc2cccnc2)N1C1CC1 (stereo not drawn)	-4	3	-12	-16%	0	1.0%	2.1	10	-30*
O=C(NNC(=O)c1ccc(Cl)cc1Cl)c1cnccn1	21	4	7	4%	7	6.0%	-0.3	-1	-2
Cc1cc(C)n(Cc2ccc(C(=O)Nc3cccc(Br)c3)o2)n1	-15	7	-2	-21%	-7	2.7%	0.3	38*	-28
COc1cc(C(=S)N2CCOCC2)cc(OC)c1OC	-3	1&9	-2	-8%	6	2.1%	0.1	2	1
CCCc1nc2ccccc2n1CCOc1ccccc1	22	6	-21	-19%	-7	-0.1%	0.5	21	-49*
CN(C(=O)COc1ccccc1C(=O)NCCc1ccccc1)c1ccccc1	.	.	-1	-21%	8	1.2%	-0.4	0	1
CCOc1cc(C(=S)N2CCOCC2)ccc1OS(=O)(=O)c1ccc(NC(C)=O)cc1	8	-9	-5	-17%	-3	-2.9%	0.5	7	-33*
CC(=O)c1sc(NC(=O)COc2ccc(Cl)cc2Cl)nc1C	0	0	2	-4%	3	?	0.1	1	11
O=C(c1ccc(CS(=O)(=O)c2ccccc2)o1)N1CCOCC1	18	.	.	-5%	7	0.3%	-0.1	4	6
Cc1ccc(NC(=O)CCCN2C(=O)/C(=C/C=C/c3ccccc3)SC2=S)cc1	-4	-26	-5	5%	-2	1.6%	2.0	2	-7
c1cncc(-c2nc3c(ccc4ccccc43)[nH]2)c1	-4	-11	-3	-11%	-3	1.0%	1.5	4	13
O=C(Nc1cc(Cl)cc(Cl)c1)c1ccc2c(c1)N(Cc1cccc(Cl)c1)C(=O)c1ccccc1S2=O (stereo not drawn)	-2	6	2	-3%	-6	1.4%	0.1	6	-24
CC1(C)C2CC=C(/C=N/NC(=O)c3ccc(Cl)cc3)C1C2 (stereo not drawn)	-12	-22	-3	-1%	2	0.2%	2.1	2	-20
Cc1ccc(OCCC(=O)N(Cc2ccccc2)c2c(N)n(Cc3ccccc3)c(=O)[nH]c2=O)cc1	5	9	-4	.	-4	1.3%	0.1	8	-4
COc1cc(C(c2c(C(=O)O)[nH]c3ccccc23)c2c(C(=O)O)[nH]c3ccccc23)ccc1OCc1ccccc1	11	-17	-3	-13%	3	0.8%	0.0	2	9
Cc1nc(NC(=O)c2cccc(Cl)c2)sc1-c1csc(Nc2cccc(Cl)c2)n1	.	.	-6	-1%	-2	0.2%	-0.1	1	0
CCN(c1ccccc1)S(=O)(=O)c1ccc(Cl)nc1	.	-14	-1	-8%	-1	5.1%	-1.0	3	-4
CC1CCc2c(sc(NC(=O)c3ccc(N4C(=O)CCC4=O)cc3)c2C(N)=O)C1 (stereo not drawn)	7	4	-2	.	12	4.0%	0.1	1	4
CC(C)[C@H](NC(=O)c1ccc(C(C)(C)C)cc1)C(=O)Nc1nnc(C2CC2)s1	-12	-6	3	-4%	-14	1.3%	0.2	2	13
CCOc1ccccc1NC(=O)c1cnc(NS(=O)(=O)c2ccccc2)nc1	-9	-16	-4	-3%	2	2.2%	0.1	1	-6
CC(C)C(c1nnnn1Cc1ccc(F)cc1)N1CCN(C2CCCCC2)CC1 (stereo not drawn)	-6	-4	-3	-10%	-4	0.4%	0.5	0	15
CS(=O)(=O)C1=NSC2=NC(=O)/C(=C\c3ccc(OS(=O)(=O)c4ccccc4)cc3)C(=N)N21	2	-5	-6	-13%	-7	0.0%	0.1	2	-4
Nc1n[nH]c(=S)n1/N=C1/C(=O)Nc2ccccc21	1	4	-5	?	6	-2.8%	0.0	3	6
CCOc1ccc(N2CC(O)(c3cccs3)[N+]3=C2CCCC3)cc1 (stereo not drawn)	-18	-18	0	-8%	1	0.5%	0.6	2	-6
CCCN(CCC)CCNC(=O)Cn1cc2c(n1)-c1c(oc(C(=O)N3CCCC3)c1C)CC2	-2	-3&7	-5	3%	6	0.6%	-0.2	0	-2
CCOC(=O)c1ccc(-n2c(N)c(C(=O)NCc3ccco3)sc2=S)cc1	.	-4	-1	-22%	2	1.5%	0.2	2	3
COc1cc(C(=O)NCCc2ncccc2C)ccc1OC1CCN(C(C)=O)CC1	2	1	-4	-3%	-2	1.3%	0.1	2	9
COc1ccc(C(C)C)cc1S(=O)(=O)NC1CCCC1	8	-2	-1	-17%	1	-1.6%	-0.7	0	16
Cc1cc(C(F)F)n2nc(C(=O)Nc3cccc(S(=O)(=O)N4CCOCC4)c3)nc2n1	-5	-4	8	-8%	0	26%	0.2	0	0
NC(=O)CSc1nc2c(oc3ccccc32)c(=O)n1-c1ccccc1F	3	.	-7	-4%	-5	-1.7%	-0.1	0	-17
CSc1nc2sc3c(c2c(=O)[nH]1)CCC(C)C3 (stereo not drawn)	2	-16	-1	-4%	-7	1.7%	0.8	3	-2
CCN(CC)CCNC(C(=O)Nc1ccc([N+](=O)[O-])cc1Br)c1ccccc1 (stereo not drawn)	-5	-4	-2	-6%	0	2.7%	-0.7	2	2
COc1cc(NC(=O)COC(=O)CC(NC(C)=O)c2ccccc2)cc(OC)c1 (stereo not drawn)	-1	-5	.	-11%	7	5.2%	-1.1	5	-11
CCN1C(=O)[C@@H]2[C@@H](c3ccc(-c4ccc(F)cc4)cc3)N3CCCC[C@@]3(C(=O)OC)[C@@H]2C1=O	12	.	1	.	4	0.4%	-0.1	-1	-5
CCOc1ccc(-c2[nH]nc3c2C(c2ccc4c(c2)OCO4)C(C#N)=C(N)O3)cc1OC (stereo not drawn)	8	-13	0	-3%	-2	2.9%	-0.2	3	-26
Cc1nn(Cc2ccc(F)cc2)c(C)c1NC(=O)c1noc2c1CCc1ccccc1-2	14&0	-17	-1&-4	-8%&-15%	-15&1	0.9%&3.2%	0.9&0.3	12&-2	-24&-20
CCOC(=O)C1=C(c2ccccc2)Nc2ncnn2C1c1ccccn1 (stereo not drawn)	-11	6	0	14%	5	0.9%	0.0	3	-11
CCOC(=O)c1ccc(NC(=O)CSc2nc3c(c(=O)n2-c2ccccc2OC)SCC3)cc1	12	3	-3	-4%	-1	-0.2%	0.0	2	-14
Cc1nnsc1S(=O)c1ccc(Cl)cc1 (stereo not drawn)	-12	10	5	-5%	-1	1.2%	-1.0	2	-2
Cc1c(C(=S)NC(=O)C2CC2)c(=O)n(-c2ccccc2)n1C	6	-3	-6	-17%	-3	2.9%	-0.4	2	10
CCC1CCCCN1C(=O)CSc1nnc(-c2ccc(Cl)s2)o1 (stereo not drawn)	0	-11	-6	?	-9	7.2%	-0.2	9	2
CC(C)NC(=S)NNC(=O)C12CC3CC(CC(C3)C1)C2	1	10	2	?	5	0.0%	-1.4	2	2
C/C(=C/c1ccccc1)C(=O)N1CCC(C)CC1	-3	-7	-2	-9%	-13	0.8%	-0.1	3	0
COc1ccc(NC(=O)C2CCCN(S(=O)(=O)c3c(C)[nH]c(=O)[nH]c3=O)C2)cc1OC (stereo not drawn)	-6&4	12	-8&-2	-14%&-11%	1&0	0.8%&2.6%	0.7&1.0	7&1	19&2
COCC(C)NCc1ccc(OC)c(Br)c1 (stereo not drawn)	4	8	-3	-7%	2	-1.7%	0.7	3	-2
CCCS(=O)(=O)c1ncc(Cl)c(C(=O)Nc2ccc(S(=O)(=O)Nc3ncccn3)cc2)n1	16	2	0	-5%	-6	?	0.3	4	26
COc1ccc(OCC(=O)Nc2ccc3oc(-c4ccncc4)nc3c2)cc1	11	1	-6	-5%	0	-0.6%	0.8	2	0
COc1ccccc1C(=O)Nc1c(C(=O)Nc2ccccc2F)oc2ccccc12	15	.	-2	0%	-7	0.1%	3.6	7	-2

Complete entries from above. Order of screens: D2 PAM | RXFP1 antagonist | D1 potentiator | Anesthetic bind | TRHR PAM | RXFP1 ag | TRHR ag | D1 ag | D1 antagonist
Cc1nnsc1S(=O)c1ccc(Cl)cc1 (stereo not drawn) is listed as -12 | 10 | 5 | -5% | -1 | 1.2% | -1.0 | 2 | -2
CC(C)NC(=S)NNC(=O)C12CC3CC(CC(C3)C1)C2 is listed as 1 | 10 | 2 | ? | 5 | 0.0% | -1.4 | 2 | 2

Additional structures follow.
SMILES	D2 PAM	RXFP1 antagonist	D1 potentiator	Anesthetic bind	TRHR PAM	RXFP1 ag	TRHR ag	D1 ag	D1 antagonist
Cn1nnnc1SCC(=O)Nc1ccccc1Cl	3	-7	-6	-18%	3	1.3%	0.1	3	-13
N#C/C(=C\c1ccccc1[N+](=O)[O-])C(=O)NC1CCCCC1	10	-22	7	?	-4	2.3%	5.2	9	4
Cc1ccc(NC(=O)CSc2nccn2Cc2ccco2)cc1Cl	-3	-3	-5	-3%	35*	0.1%	-0.6	4	3
CCC(CC)c1nn2c(=O)cc(COc3ccc(NC(=O)c4ccccc4Cl)cc3)nc2s1	0	.	-2	-8%	14	1.9%	-0.4	2	-3
CCOc1ccccc1NC(=O)c1sc2nc(C)nc(N3CCOCC3)c2c1C	-10	15	-5	-2%	6	14%	-0.2	1	-19
Cc1ccc(C(=O)NCc2ccncc2)cc1S(=O)(=O)Nc1cccc(C)c1C	9	4	-1	-20%	-2	-2.1%	0.1	1	5
C/C(=N\NC(=O)c1c[nH]c2ccccc12)c1ccccn1	-5	-10	-4	-17%	-2	2.9%	-2.0	-4	-4
CCOC(=O)Cc1csc(NC(=S)NC(=O)c2ccc(Cl)cc2)n1	-15	-8	-3	-17%	0	0.5%	3.9	4	3
Cc1cc(C)cc(NC(=O)Cc2ccc(S(=O)(=O)N3CCCC3)s2)c1	-17	6	3	.	-3	1.0%	-1.5	2	6

Ordered by heavy-atom count (smallest number first): three of the compounds above.
SMILES	D2 PAM	RXFP1 antagonist	D1 potentiator	Anesthetic bind	TRHR PAM	RXFP1 ag	TRHR ag	D1 ag	D1 antagonist
C/C(=N\NC(=O)c1c[nH]c2ccccc12)c1ccccn1	-5	-10	-4	-17%	-2	2.9%	-2.0	-4	-4
N#C/C(=C\c1ccccc1[N+](=O)[O-])C(=O)NC1CCCCC1	10	-22	7	?	-4	2.3%	5.2	9	4
CCOc1ccccc1NC(=O)c1sc2nc(C)nc(N3CCOCC3)c2c1C	-10	15	-5	-2%	6	14%	-0.2	1	-19
